Screening results: PubChem BioAssay, several laboratories
Wnt bcat act = activators of Wnt/beta-catenin signaling; Wnt/beta-catenin reporter cell assay, activator, plate reader; activation, % at 9.35 µM; 300,000 tested, 1.2% active; AID 743398; in the data active = activation above about 30%, passing the limit was not always enough;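 also: 0% = neutral control wells and 100% = positive control wells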
V-ATPase pH = yeast V-ATPase proton transport regulation by pHLuorin | S. cerevisiae, pHLuorin cytosolic pH fluorescence | response, % at 10 µM | AID 504577 | 350,000 tested, 0.37% active; in the data active = response mostly above about 7.3%, no sharp cut-off; inactive = mostly below about 5.4%; also: actives read high; inactives centre near 0; some compounds called inactive have numbers as strong as hits; reference of the scale not given here
* hit, by the source's call. These rows are one share of the data; rates above refer to the full screens.

molecule	Wnt bcat act	V-ATPase pH
O=C1Nc2cc(C(=O)NCCCN3CCCC3)ccc2S/C1=C/c1cccc(Cl)c1	-1	-2
O=[N+]([O-])c1cc2ccccc2c(O)c1O	1	-1
O=C(CCC1CCCN(C(=O)c2cc(F)ccc2F)C1)N1CCN(c2ccccn2)CC1 (stereo not given)	-5	1
Cc1cc(C)c(C)c(S(=O)(=O)N2CCNC(=O)C2)c1C	0	-2
Cc1ccc2ccc(C#N)cc2c1O	-2	3
Cc1ccc(S(=O)(=O)N(C)C[C@@H]2OCCCC[C@@H](C)Oc3ccc(NS(=O)(=O)c4c(C)noc4C)cc3C(=O)N([C@H](C)CO)C[C@@H]2C)cc1	-2	1
CCN1C(=O)/C(=C/C2=Cc3ccccc3OC2C)SC1=S (stereo not given)	1	-2
Cc1ccc([C@H]2N[C@]3(CCCN(Cc4cccn4C)C3=O)[C@H]3C(=O)N(Cc4ccccc4)C(=O)[C@@H]23)cc1	-5	1
Cc1ccc(CSc2nnc(-c3ccncc3)n2N)cc1	1	0
Fc1ccc(NC(=S)SCc2ccc3c(c2)OCO3)cc1F	-7	-4
CCOC(=O)C1=C(COC(=O)CNS(=O)(=O)c2ccc(C)c(C)c2)NC(=O)NC1C (stereo not given)	-3	0
COc1ccccc1NC(=O)CCNC(=O)C1CCN(S(=O)(=O)c2ccccc2)CC1	-3	1
CCN(CC)CCCNc1oc(/C=C/c2ccccc2)nc1C#N	1	0
Cc1cc(C)nc(-n2ncc3c2CC(C)CC3=O)n1 (stereo not given)	-1	2
CCOc1ccccc1NC(=O)CCNC(=O)N1CC(=O)Nc2ccccc21	1	-1
COc1ccc(S(=O)(=O)N2CCC(C(=O)NCCC(=O)NCc3cccnc3)CC2)cc1	-1	0
Cc1ccccc1C(C)(O)c1cnc(C)n1Cc1ccccc1 (stereo not given)	0	0
COC(=O)/C(=C\Nc1ccc(Oc2ccc(F)cc2F)nc1)NC(=O)c1ccccc1	0	2
C[C@H]1CN([C@@H](C)CO)C(=O)c2cc(Br)cnc2O[C@@H]1CN(C)C(=O)Nc1ccc(C(F)(F)F)cc1	-1	2
O=C(NC(=S)NCc1ccccc1)c1ccc(Br)cc1	1	4
Cc1ccc(S(=O)(=O)N(C)C)cc1NC(=O)c1cccnc1Oc1ccccc1	0	-1
O=C(O)C(CCc1ccccc1)N1CCOCC1 (stereo not given)	-2	-1
O=C(Cn1ccc(=O)[nH]c1=O)Nc1nccs1	-3	-1
COc1ccc(S(=O)(=O)N2CCCOC2CNC(=O)C(=O)NCCO)cc1 (stereo not given)	-3	0
O=C(/C=C/c1ccccc1[N+](=O)[O-])OCC(=O)N1CCN(c2ccccc2)CC1	1	-1
CC(C)(C)NC(=O)/C(=C/c1cccnc1)NC(=O)c1ccco1	0	0
Cc1cc(/C=C2\SC(=S)NC2=O)c(C)n1-c1ccccc1	25	-1
CC(C)(CO)CN1CCC(n2nccc2NC(=O)C2CCOC2)CC1 (stereo not given)	-3	2
CN(C)C(=O)c1ccc(-c2cc(C(F)(F)F)nn2C)s1	33*	-1
Cc1ccnc(NS(=O)(=O)c2ccc(NC(=O)c3cccc(Cl)c3)cc2)n1	-3	-2

Carrying on.
molecule	Wnt bcat act	V-ATPase pH
COc1ccc(C)cc1S(=O)(=O)NCc1ccccn1	1	-1
O=S(=O)(c1cccs1)N1CCCCC1	-1	0
CN1CCCC1=Nc1ccccc1	3	1
Cc1cn([C@H]2C[C@H](O)[C@@H](CNCc3ccc(Oc4cc(-n5cccn5)ncn4)cc3)O2)c(=O)[nH]c1=O	13	2
CCCCN(CCCNC(=O)c1ccc2c(c1)NC(=O)CN2C)c1ccccc1	-4	-1
COC(=O)C[C@@H]1C[C@@H]2c3cc(NS(=O)(=O)c4ccc(F)cc4)ccc3O[C@@H]2[C@@H](CO)O1	-1	-3
O=C(Cn1sc2ccccc2c1=O)Nc1ccc(Cl)cc1	-2	2
C[C@@H]1CN([C@@H](C)CO)C(=O)CCCn2nncc2CO[C@H]1CN(C)S(=O)(=O)c1ccc(C#N)cc1	-1	2
O=C(C[C@@H]1C[C@@H]2c3cc(NS(=O)(=O)c4ccc(F)cc4)ccc3O[C@@H]2[C@@H](CO)O1)NC1CCCCC1	-2	0
CC1OC(=O)c2cc3ccccc3nc21 (stereo not given)	-2	-2
C[C@@H]1CN([C@H](C)CO)C(=O)CCCn2nncc2CO[C@H]1CN(C)C	-1	-2
C[C@@H]1CN([C@H](C)CO)C(=O)c2cc(Br)cnc2O[C@H]1CN(C)Cc1cccnc1	-3	-1
COc1ccc(C(C#N)=C2C=C(Cl)C(=NO)C=C2Cl)cc1	-3	-2
CCN(CC(=O)Nc1c(F)cccc1F)C(=O)CCCN1C(=O)c2ccccc2C1=O	4	3
CCOc1ccccc1Nc1cc(C)nc2ccccc12	-5	2
COc1ccc(OCC(=O)N2CCc3ccccc32)c([N+](=O)[O-])c1	-1	2
Cc1cccc(C)c1OCC(=O)Nc1cccc(S(=O)(=O)N2CCCCCC2)c1	-3	1
N#CC(Cc1cccs1)c1nc2ccccc2[nH]1 (stereo not given)	1	-2
C[C@H]1CN([C@@H](C)CO)C(=O)CCCn2cc(nn2)CO[C@@H]1CN(C)C(=O)Nc1cccc(F)c1	-4	0
CC1(c2ccc(Cl)cc2Cl)NC(=O)N(CC(=O)NCCC2=CCCCC2)C1=O (stereo not given)	-5	-1
COc1ccc(Cl)cc1CNC[C@H]1O[C@@H](n2ccc(N)nc2=O)[C@H](O)[C@@H]1O	-1	1
Cn1c(=O)[nH]c(=O)c2c1nc(Br)n2Cc1ccc(Cl)cc1	0	5
Cc1nc2c(N)nn(C)c2nc1C	-5	1
COc1ccc(OC)c(CN2CCN(C(=O)c3cccc(S(=O)(=O)N(C)c4ccccc4)c3)CC2)c1	-6	-1
Cc1cc(C)n(-c2nc(NCCCN(C)C)c3c4c(sc3n2)CCCC4)n1	1	1
O=C(c1ccccc1F)N1CCC2CC1c1cc(N3CCCCC3)ccc12 (stereo not given)	-4	-2
N#Cc1ccc(S(=O)(=O)NC[C@H]2O[C@@H](n3ccc(N)nc3=O)[C@H](O)[C@@H]2O)cc1	-1	0
c1ccc(COc2ncnc3c2ncn3CCCN2CCN(c3ncccn3)CC2)cc1	-6	3
CNC[C@@H]1Oc2cc(Br)ccc2S(=O)(=O)N([C@@H](C)CO)C[C@H]1C	-1	-3
COc1cc2c(cc1[N+](=O)[O-])-c1ccc([N+](=O)[O-])cc1C2=NO	-2	-1

Additional compounds:
molecule	Wnt bcat act	V-ATPase pH
COc1ccccc1CNCc1ccc2c(c1)OCO2	-3	-1
CCN(CC)Cc1ccc(OC)c(Cl)c1	0	3
CCN(CC)C(=O)C1=C(C)N(Cc2ccc(C(C)(C)C)cc2)C(=O)C(CC(=O)NC2CC2)C1 (stereo not given)	-3	1
Cc1ccc(NC(=O)CSc2nnc(-c3ccccn3)n2N)c(Br)c1	-1	-2
Cc1cccc(NC(=O)c2nc[nH]c2C(=O)Nc2ccccc2F)c1	-1	0
CC(C)(C)C(=O)Nc1ccc(N2CCN(C(=O)c3cccs3)CC2)cc1	-6	4
COC(=O)C1(C)CCCC2(C)C3CCC(C(C)C)C(CO)C3C(CO)CC12 (stereo not given)	-2	0
COc1ccc(C(=O)NNC(=S)NC(=O)c2ccc(F)cc2)cc1Br	18	-4
COc1cccc(C(=O)N2C(C(C)C)COc3cc(Br)ccc3S2(=O)=O)c1 (stereo not given)	-2	4
CCN(CC)CCNc1ccc(CO)c2oc3cc(Cl)ccc3c(=O)c12	-1	-6
CC1=C(C(=O)N2CCOCC2)CC(CC(=O)NC(c2ccccc2)c2ccccc2)C(=O)N1Cc1ccc(C(C)(C)C)cc1 (stereo not given)	-2	0
O=C(O)/C=C/C(=O)NCC1CCC(CNC(=O)/C=C/C(=O)O)CC1 (stereo not given)	-1	1
C=CCNC(=S)Nc1sc2c(c1C(N)=O)CCCC2	7	0
COc1ccc(C=C2SC(=S)N(CCCN3CCOCC3)C2=O)c(OC)c1	-4	5
CN(C)S(=O)(=O)c1ccc2c(c1)nc(CCC(=O)NCC(=O)Nc1ccc(F)c(F)c1F)n2C	-2	-4
CC(C)(C)OC(=O)N1CCc2onc(-c3ccccc3F)c2C1=O	-3	4
CCC1NC(=O)c2cc3ccccc3cc2-n2c1nc1cc(F)ccc1c2=O (stereo not given)	-2	-1
Cc1ccc(-c2ccc(CN3C(CC(C)C)C(=O)N(Cc4cn(CCC5OCCO5)nn4)CCS3(=O)=O)cc2)cc1 (stereo not given)	-4	1
Cc1ccc(Cc2c(-c3ccc(C)cc3)nc3c4ccccc4ccn23)cc1	-4	1
CC(=O)c1c(C)[nH]c(C(=O)OCC(=O)NCc2ccccc2)c1C	0	-1
CCCCCCN1C[C@H](n2cc(-c3ccc(F)cc3)nn2)[C@@H](O)C[C@@H]1c1ccccc1	-1	0
O=C(COC(=O)c1cc(S(=O)(=O)N2CCOCC2)ccc1F)Nc1ccccc1C(F)(F)F	-2	0
COc1ccncc1-c1ccc(C2=CC(=O)CC(C)(C)C2=O)cc1	1	-3
CCN(CCS(=O)(=O)c1ccc(Cl)cc1)C(=O)Nc1ccccc1	2	-2
COc1cc(/C=N/NC(=O)c2cccc(C)c2)ccc1OCC(=O)Nc1ccccc1	18	4
COc1cc2nn(-c3ccccc3N)nc2cc1OC	42*	1
S=C(NN=Cc1ccccn1)Nc1ccccn1	-6	-1
CCC/C=C/c1ccc(CN2C(C(C)C)C(=O)N(Cc3cn(CCOCOC)nn3)CCS2(=O)=O)cc1 (stereo not given)	-1	0
O=C1NC(=O)C(=C2CCOC2=O)N1	-4	-1
Cc1cccc(N2CCN(C(=O)COc3noc4nc(C)cc(C)c34)CC2C)c1 (stereo not given)	-1	-1

Reformatted: results already given
Wnt bcat act	V-ATPase pH	Molecule
7	0	C=CCNC(=S)Nc1sc2c(c1C(N)=O)CCCC2
-4	5	COc1ccc(C=C2SC(=S)N(CCCN3CCOCC3)C2=O)c(OC)c1
-2	-4	CN(C)S(=O)(=O)c1ccc2c(c1)nc(CCC(=O)NCC(=O)Nc1ccc(F)c(F)c1F)n2C
-3	4	CC(C)(C)OC(=O)N1CCc2onc(-c3ccccc3F)c2C1=O

Later entries
molecule	Wnt bcat act	V-ATPase pH
Cc1nc(C(=O)O)cc([N+](=O)[O-])c1C	-1	-3
CCCCCC(=O)N1C[C@@H](O)[C@H](n2cc(-c3ccc(F)cc3)nn2)C[C@@H]1c1ccc(OC)cc1	-4	-2
Cc1cc(=O)n2c(nc3ccccc32)s1	-2	-3
C[C@@H]1CN([C@@H](C)CO)S(=O)(=O)c2ccc(Br)cc2O[C@@H]1CN(C)S(=O)(=O)c1cn(C)cn1	-2	0
O=C(O)c1ccccc1C1Nc2ccccc2C(=O)N1CCCN1CCOCC1 (stereo not given)	0	2
O=C(COC(=O)c1ccccc1)NCC1COc2ccccc2O1 (stereo not given)	-1	-1
CCOC(=O)c1cnn2c(SC)ncnc12	10	-2
C/C(=N\NC(=O)c1nnn(-c2nonc2N)c1CSc1ccc(C)cc1)c1cccs1	-4	0
CN(C(=O)c1ccc(-c2ccccc2)cc1)C1CCCCC1	0	0
CN(C)c1ccc(/C=C/CNC[C@H]2O[C@@H](n3ccc(N)nc3=O)[C@H](O)[C@@H]2O)cc1	-1	0
CCOC(=O)C(C)Sc1nc(N2CCOCC2)c2c(c1C#N)CC(C)(C)OC2 (stereo not given)	-7	-3
O=C(COC(=O)Cc1ccc(Cl)cc1Cl)NCc1ccco1	-2	5
CC(=O)Nc1ccc(S(=O)(=O)N(CC(=O)NCC2CCCO2)Cc2ccccc2Cl)cc1 (stereo not given)	-1	-4
Cc1[nH][nH]c(=O)c1N=Nc1ccc(S(N)(=O)=O)cc1	0	0
Cc1c(CN(C)C(=O)C2CCC(=O)N(Cc3ccccc3F)C2)[nH]c2ccccc12 (stereo not given)	-1	1
Cc1ccc(-c2ccc3c(c2)O[C@H](CN(C)Cc2cncnc2)[C@@H](C)CN([C@H](C)CO)S3(=O)=O)cc1	1	1
c1cc2[nH]c3ccncc3c2cn1	4	-3
C[C@H](CO)N1C[C@H](C)[C@@H](CN(C)S(=O)(=O)c2ccc3c(c2)OCCCO3)OCc2cnnn2CCCC1=O	-1	-1
Clc1ccccc1C1=Nn2c(nnc2-c2ccco2)SC1	2	-3
CCC(C)C(CO)NCCCn1cnc2c(OC)ncnc21 (stereo not given)	-1	-1
CC(=O)c1ccc2c3c(ccc([N+](=O)[O-])c13)CC2	-1	3
O=C(c1ccccc1F)N1CCN(c2ccc([N+](=O)[O-])c(NCc3cccnc3)c2)CC1	7	-3
CS(=O)(=O)c1ccc(Cl)c(NC(=O)CSc2nnc3n2CCCCC3)c1	-3	-1
O=C(c1cccs1)c1c[nH]cc1-c1ccccc1	1	-1
CS(=O)(=O)N(CC(=O)N1CCCC1)C1CCCCC1	-3	-1
CNc1[nH]c(=O)[nH]c(=O)c1N=Nc1cc(Cl)ccc1Cl	0	0
CCC1NC(=O)c2cccnc2-n2c1nc1ccc(F)cc1c2=O (stereo not given)	4	0
Cc1ccccc1Nc1n[nH]c(=S)s1	-2	-4
N#CC1(NC(=O)CSc2nnc(C3CC3)n2N)CCCCC1	-2	1
CCCCNC(=O)CN1C(=O)CSc2ccc(S(=O)(=O)N3CCOCC3)cc21	-2	0
